Anthrax LF prot: anthrax lethal factor protease inhibition | inhibition, % at 10 µM | 0.12% of 360,000 active | P15917 | multiplex microsphere protease cleavage assay, LF; further: plate controls were buffer without enzyme for full effect and enzyme alone for no effect
Target sequence (P15917 whole entry, looked up): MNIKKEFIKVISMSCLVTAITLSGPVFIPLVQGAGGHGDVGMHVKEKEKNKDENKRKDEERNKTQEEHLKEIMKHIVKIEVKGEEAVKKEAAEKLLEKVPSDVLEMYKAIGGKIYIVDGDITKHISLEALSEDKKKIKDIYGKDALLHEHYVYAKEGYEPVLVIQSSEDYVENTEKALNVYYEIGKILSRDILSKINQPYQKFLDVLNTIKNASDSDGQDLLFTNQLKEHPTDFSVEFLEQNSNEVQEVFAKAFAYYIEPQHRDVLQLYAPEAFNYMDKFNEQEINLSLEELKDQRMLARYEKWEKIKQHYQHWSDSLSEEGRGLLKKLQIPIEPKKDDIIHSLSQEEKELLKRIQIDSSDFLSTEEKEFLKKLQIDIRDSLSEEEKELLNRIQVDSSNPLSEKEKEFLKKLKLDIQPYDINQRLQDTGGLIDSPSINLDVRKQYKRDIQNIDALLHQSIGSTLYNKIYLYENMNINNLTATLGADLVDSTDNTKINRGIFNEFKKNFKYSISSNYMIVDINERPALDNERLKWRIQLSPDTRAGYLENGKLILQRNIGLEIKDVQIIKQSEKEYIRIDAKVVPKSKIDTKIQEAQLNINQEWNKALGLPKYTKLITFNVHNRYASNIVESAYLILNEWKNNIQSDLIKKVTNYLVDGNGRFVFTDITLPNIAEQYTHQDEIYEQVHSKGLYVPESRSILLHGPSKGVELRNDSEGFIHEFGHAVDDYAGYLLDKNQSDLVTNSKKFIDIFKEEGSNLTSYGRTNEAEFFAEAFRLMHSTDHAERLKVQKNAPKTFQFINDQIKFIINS
PfHsp40 yeast: rescue of PfHsp40-mediated yeast toxicity | S. cerevisiae expressing PfHsp40, growth rescue, ATP luminescence | growth rescue, % at 12.5 µM | 0.68% of 340,000 active; in the data active means growth rescue above about 28%, passing the limit was not always enough; inconclusive means no clear call, values can overlap the other calls;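 further: yeast W303a lacking pdr1 and pdr3 grown in galactose medium; growth measured after three days at 30 °C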
BoNT-F LC inh: BoNT F light chain protease inhibition; Multiplex microsphere protease cleavage assay, flow cytometry; inhibition, % at 10 µM; 0.22% of 360,000 active; AID 588497; in the data active means inhibition above about 35%, passing the limit was not always enough; inconclusive means no clear call, values can overlap the other calls; further: plate controls were buffer without enzyme for full effect and enzyme alone for no effect
FadD28 binding: inhibitors of Mycobacterium tuberculosis FadD28 bisubstrate binding; FadD28 bisubstrate probe binding, fluorescence polarization; inhibition, % at 12.5 µM; 0.22% of 360,000 active; in the data active means inhibition above about 8.5%, passing the limit was not always enough; inconclusive means no clear call, values can overlap the other calls
FBA Mtb inh: Mtb fructose-bisphosphate aldolase inhibition; P9WQA3; purified M. tuberculosis FBA, fluorescence read-out; inhibition, % at 1 µM; 2.3% of 360,000 active; AID 588726; in the data active means inhibition above about 27%;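 further: 0% = vehicle and 100% = reference inhibitor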
BioA inh: inhibitors of Mycobacterium tuberculosis BioA enzyme; purified M. tuberculosis BioA enzyme, plate reader; inhibition, % at 9.99 µM; 0.096% of 360,000 active; in the data active means inhibition above about 40%; inconclusive means no clear call, values can overlap the other calls
UGM FP inh: blocks M. tuberculosis UGM enzyme. AID 504406. 0.06% of 320,000 active. purified UGM, fluorescence polarization probe displacement. inhibition, % at 10 µM; in the data active means inhibition above about 10%, passing the limit was not always enough; inconclusive means no clear call, values can overlap the other calls
GDH-TPI inh: inhibits GDH-TPI coupling enzymes, artifact for Mtb FBA screen; inhibition, % at 4.8 µM; 1.2% of 360,000 active; GDH-TPI coupled enzyme counterscreen, NADH absorbance; in the data active means inhibition above about 30%;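 further: 0% = DMSO wells and 100% = wells lacking the enzyme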
BoNT-A LC inh2: blocks Botulinum neurotoxin A light chain protease; multiplex microsphere protease substrate cleavage, flow cytometry; inhibition, % at 10 µM; 0.17% of 360,000 active; further: plate controls were buffer without enzyme for full effect and enzyme alone for no effect
Active calls of the source: *; ? = inconclusive; . = not tested or not shown. Unless noted, no stated cut-off is given here; in the data, active means inhibition above about 30%; inconclusive means no clear call, values can overlap the other calls; inactive means below that.

SMILES	Anthrax LF prot	PfHsp40 yeast	BoNT-F LC inh	FadD28 binding	FBA Mtb inh	BioA inh	UGM FP inh	GDH-TPI inh	BoNT-A LC inh2
CC(C)(C)NNC(=S)Nc1cccc(F)c1	-12.6	0.1	?	-1.9	0.8	0.9	1.0	-3.4	-6.7
Cc1ccc(CNC(=O)CCS(=O)(=O)c2cc3c(cc2C)NC(=O)CO3)cc1	-3.3	-0.7	1.8	1.1	5.5	-3.1	-1.4	8.1	-0.4
CCC(=O)Nc1ccc(NC(=O)CSc2nc3c(c(=O)n(C)c(=O)n3C)n2CC)cc1	0.4	-0.2	1.3	-0.3	1.7	-1.2	1.4	-3.1	0.1
Cc1ccc2nc(SCC(=O)Nc3ncccn3)[nH]c2c1	-5.0	0.9	-8.1	-3.5	0.2	.	3.0	-1.3	-0.8
CCC(=O)N(CCC(c1ccc(C)cc1)c1ccco1)Cc1ccco1 (stereo unspecified)	-3.2	0.2	-0.1	-1.3	-3.3	0.0	-3.6	10.1	-0.6
O=C(Cc1ccccc1F)Nc1ccc(S(=O)(=O)N2CCCCC2)cc1	-0.3	0.5	-4.7	-0.8	2.9	-2.8	2.6	9.1	-1.2
CCOC(=O)C(C)/C(C)=N/NC(N)=S (stereo unspecified)	0.5	-0.2	1.0	-2.1	1.5	-0.6	1.5	-4.2	-0.3
Cc1c(Br)ccc(NC(=O)CCN2C(=O)C3C4CCC(C4)C3C2=O)c1C (stereo unspecified)	-4.6	-1.5	-1.4	-2.5	2.0	-1.1	-0.7	3.6	?
Nc1ncc([N+](=O)[O-])cc1Br	-4.5	1.2	3.7	-1.7	0.1	-2.5	-0.5	51.9*	-0.1
O=C1c2[nH]c3ccccc3c2CC1N1C(=O)c2ccccc2C1=O (stereo unspecified)	-6.6	.	-4.4	-2.5	5.5	.	.	8.4	0.0
CC(C)Oc1ccc(/C=N/NC(=O)C(CSCc2ccccc2)NC(=O)c2ccc([N+](=O)[O-])cc2)cc1 (stereo unspecified)	-2.7	1.0	-6.5	-3.7	2.3	-0.5	0.1	12.8	-0.2
C/C(=N\OC(=O)c1ccc(F)cc1)c1ccc(F)c(F)c1	4.9	-0.6	10.8	-1.8	0.6	-0.3	0.9	-0.8	-1.7
CC(C)N(C(=O)CSc1nnc(NC(=O)c2ccco2)s1)C(C)C	-3.9	1.0	2.8	0.1	-0.6	.	2.1	15.3	-0.2
C[C@@H]1CCCN1[C@@H]1CS(=O)(=O)N[C@H]1COCc1ccccc1	-0.8	.	3.3	-0.3	2.9	-0.1	.	.	1.5
Cc1cc(-c2ccccc2)nc(N/N=C/c2ccc(O)cc2O)n1	-14.5	-0.6	-44.6	-0.9	-5.3	0.4	2.0	30.4	-2.1
OC(COCc1ccccc1)CN1CCN(Cc2ccc3c(c2)OCO3)CC1 (stereo unspecified)	0.4	-0.3	-2.3	-1.7	1.8	0.1	-0.6	2.6	-0.6
Fc1ccccc1Cn1nnc2c(-n3ccnc3)ncnc21	-1.7	0.7	5.7	-5.3	-13.8	2.0	0.0	-15.7	0.2
Cc1ccc(-c2nn(-c3ccccc3)cc2/C=C/C(=O)OCC(=O)NC2CC2)o1	-8.9	-1.5	1.6	-1.0	7.3	.	3.9	7.9	0.5
CC(C)(CO)NC(=O)C(c1ccccc1)c1ccccc1	-1.5	-0.9	-5.5	-2.3	3.0	-0.8	2.3	8.2	-0.2
COc1ccc(Cn2c(O)cc(=O)[nH]c2=O)cc1	-0.8	0.3	2.4	0.9	-1.5	-2.2	1.1	-5.0	0.3
COc1ccc(-c2cc(C(=O)N(C)Cc3cccc(OC)c3OC)c3ccccc3n2)cc1OC	-0.9	1.3	13.1	-2.8	-0.5	-1.5	-1.6	20.1	1.0
CN(C(=O)c1cccc(NC(=O)Cc2ccc([N+](=O)[O-])cc2)c1)C1CCCC1	-2.5	1.4	-8.8	0.5	0.0	-1.0	1.0	3.5	0.2
CC(Sc1nc(-c2ccccc2)cc(C(F)(F)F)n1)C(=O)NCc1ccco1 (stereo unspecified)	1.7	1.1	2.9	-0.3	3.2	-2.2	2.5	6.8	0.1
CC(C)Oc1cc(F)ccc1-c1cc(C(=O)NCc2cccs2)[nH]n1	-1.9	.	1.2	-4.7	-2.4	3.0	.	0.9	0.0
CCOC(=O)C1CCN(C(=O)c2cccc(S(=O)(=O)N3CCCc4ccccc43)c2)CC1	2.4	-0.7	-0.4	-2.3	0.0	1.7	.	0.7	-3.0
O=C(NCCCN1CCCC1=O)c1ccc([N+](=O)[O-])s1	3.7	0.4	-3.3	-3.4	0.8	5.0	4.5	6.7	-2.2
COc1cccc(-c2nnn(CC(=O)O)n2)c1	4.2	-0.6	6.2	-0.4	0.2	.	3.6	10.0	1.1
Nc1nc(SCc2ccc3c(c2)OCO3)n[nH]1	-0.7	0.6	14.7	-1.4	6.9	-0.6	-0.5	0.0	0.2
COc1cc(C(=O)OCCCc2cc3ccccc3c(=O)o2)cc(OC)c1OC	2.1	-1.5	4.8	-1.6	3.1	0.1	1.3	7.0	0.4
Cc1cc(C(=O)Nc2ccc(C)c(C)c2)n(-c2ccccc2)n1	-0.4	1.6	23.9	-2.1	1.8	-0.1	2.1	-2.1	-1.7
CCOc1ccc(NC(=O)CN(C)CC(=O)Nc2cc(Cl)ccc2C#N)cc1OCC	-2.8	0.2	-4.5	0.9	1.3	0.9	1.3	8.1	1.7
COc1ccc(Cl)cc1N(C(=O)c1ccco1)C(C(=O)NC1CCCC1)c1ccco1 (stereo unspecified)	9.0	1.2	7.3	0.6	0.1	.	1.9	9.7	3.7
Cc1nnc(NC(=O)c2ccc(F)c(S(=O)(=O)N3CCCCC3)c2)s1	3.6	-1.6	-0.9	-1.1	22.0	-2.0	1.2	6.5	2.7
Cc1ccc(S(=O)(=O)N2C[C@@H]3[C@H]4CC[C@H](C4)[C@@H]3[C@@H](C)[C@@H]2c2cn(Cc3ccccc3)c3ncccc23)cc1	-6.8	-0.2	-2.8	-0.9	-0.5	0.1	.	-3.6	0.1
CCCN(CCC)C(=O)C1CC(=O)OC12CCCCC2 (stereo unspecified)	-6.4	0.7	-7.2	-3.0	0.7	.	0.3	0.0	-1.2
COc1ccc(CN(CC(=O)NCc2ccco2)C(=O)CNS(=O)(=O)c2ccc(C)cc2)cc1	-3.2	-0.3	9.1	1.7	2.4	-0.9	1.4	1.5	0.9
Cc1cc(S(=O)(=O)NCc2ccccc2)ccc1OCC(=O)N1CCCC1	-1.9	0.3	5.4	0.0	0.5	-0.5	-0.6	9.3	1.5
CC1(C(=O)NS(=O)(=O)c2cccc(C#N)c2)CCN1C(=O)C1(c2ccc(Cl)cc2)CCC1 (stereo unspecified)	1.2	.	-2.7	-0.1	2.3	2.7	.	0.0	0.1
C=CCC(C(=O)OC)(C(=O)OC)c1ccc(C(F)(F)F)cc1[N+](=O)[O-]	-5.0	-1.0	-1.4	-1.0	-2.5	.	1.6	-5.7	-0.4
CCC(C)C(=O)Nc1nc2ccc(OC)cc2s1 (stereo unspecified)	.	1.0	.	-2.6	1.1	1.7	-0.4	-3.8	.

In another format: results already given
SMILES | Anthrax LF prot | PfHsp40 yeast | BoNT-F LC inh | FadD28 binding | FBA Mtb inh | BioA inh | UGM FP inh | GDH-TPI inh | BoNT-A LC inh2
Cc1cc(C(=O)Nc2ccc(C)c(C)c2)n(-c2ccccc2)n1 | -0.4 | 1.6 | 23.9 | -2.1 | 1.8 | -0.1 | 2.1 | -2.1 | -1.7
CCOc1ccc(NC(=O)CN(C)CC(=O)Nc2cc(Cl)ccc2C#N)cc1OCC | -2.8 | 0.2 | -4.5 | 0.9 | 1.3 | 0.9 | 1.3 | 8.1 | 1.7
COc1ccc(Cl)cc1N(C(=O)c1ccco1)C(C(=O)NC1CCCC1)c1ccco1 (stereo unspecified) | 9.0 | 1.2 | 7.3 | 0.6 | 0.1 | . | 1.9 | 9.7 | 3.7
Cc1nnc(NC(=O)c2ccc(F)c(S(=O)(=O)N3CCCCC3)c2)s1 | 3.6 | -1.6 | -0.9 | -1.1 | 22.0 | -2.0 | 1.2 | 6.5 | 2.7
Cc1ccc(S(=O)(=O)N2C[C@@H]3[C@H]4CC[C@H](C4)[C@@H]3[C@@H](C)[C@@H]2c2cn(Cc3ccccc3)c3ncccc23)cc1 | -6.8 | -0.2 | -2.8 | -0.9 | -0.5 | 0.1 | . | -3.6 | 0.1
CCCN(CCC)C(=O)C1CC(=O)OC12CCCCC2 (stereo unspecified) | -6.4 | 0.7 | -7.2 | -3.0 | 0.7 | . | 0.3 | 0.0 | -1.2
COc1ccc(CN(CC(=O)NCc2ccco2)C(=O)CNS(=O)(=O)c2ccc(C)cc2)cc1 | -3.2 | -0.3 | 9.1 | 1.7 | 2.4 | -0.9 | 1.4 | 1.5 | 0.9
Cc1cc(S(=O)(=O)NCc2ccccc2)ccc1OCC(=O)N1CCCC1 | -1.9 | 0.3 | 5.4 | 0.0 | 0.5 | -0.5 | -0.6 | 9.3 | 1.5
CC1(C(=O)NS(=O)(=O)c2cccc(C#N)c2)CCN1C(=O)C1(c2ccc(Cl)cc2)CCC1 (stereo unspecified) | 1.2 | . | -2.7 | -0.1 | 2.3 | 2.7 | . | 0.0 | 0.1
C=CCC(C(=O)OC)(C(=O)OC)c1ccc(C(F)(F)F)cc1[N+](=O)[O-] | -5.0 | -1.0 | -1.4 | -1.0 | -2.5 | . | 1.6 | -5.7 | -0.4
CCC(C)C(=O)Nc1nc2ccc(OC)cc2s1 (stereo unspecified) | . | 1.0 | . | -2.6 | 1.1 | 1.7 | -0.4 | -3.8 | .

Following part
SMILES	Anthrax LF prot	PfHsp40 yeast	BoNT-F LC inh	FadD28 binding	FBA Mtb inh	BioA inh	UGM FP inh	GDH-TPI inh	BoNT-A LC inh2
CCc1ccc2cccc3c2c1N=CN3C	7.7	-0.8	?	-3.1	0.3	-1.9	-3.9	3.1	2.7
Cc1cc(C)nc(Nc2ccc(F)cc2)n1	.	-0.6	.	0.2	-1.2	-0.5	1.9	1.7	.
Cc1ccsc1/C=N/NC(=O)Cn1cnc2ccccc21	0.6	0.9	6.0	-3.2	-7.1	-0.4	1.1	1.1	0.9
COc1cccc2c1cc1c(=O)n(CC(=O)NCCCN3CCCCC3)nc(C)n12	-1.7	0.9	-4.9	-0.9	115.8*	0.3	1.7	5.7	0.7
CC(C)CN(C(=O)COC(=O)CNC(=O)c1ccccc1F)C1CCS(=O)(=O)C1 (stereo unspecified)	-1.0	-0.6	-9.8	-1.3	-2.6	.	-0.5	2.7	-2.9
Cn1c(C(=O)OCC(=O)NCC2CCCO2)cc2sccc21 (stereo unspecified)	-5.6	0.4	-22.1	-2.0	1.5	-0.4	0.7	5.0	-2.3
O=C(N=Nc1c(O)n(Cc2ccccc2)c2ccccc12)c1cc2ccccc2cc1O	-0.3	1.4	-1.2	0.5	-2.4	0.8	0.0	13.7	0.1
COc1ccc(NS(=O)(=O)c2ccc3oc4ccccc4c3c2)cn1	-0.5	1.9	-0.7	-1.9	-0.8	-1.0	1.5	11.5	1.5
CCn1cc(C(=O)NCCC(C)C)c(=O)c2cc(F)c(N3CCN(C(=O)c4ccco4)CC3)cc21	-1.6	0.2	-5.3	-0.3	14.7	2.1	3.0	-3.0	-1.2
CCc1cccc(NC(=O)CC2Oc3ccccc3NC2=O)c1 (stereo unspecified)	2.5	1.4	33.3	-0.4	-1.5	12.8	-2.1	-9.7	-1.9
Cc1ccc(-c2nn(-c3ccccc3)cc2NC(=O)c2ccccc2)cc1	2.4	4.2	0.6	-1.0	1.7	-4.3	3.0	-3.0	0.6
COC(=O)c1cc(C(O)(C(=O)OC)C(F)(F)F)c(/N=C/N(C)C)s1 (stereo unspecified)	-2.6	-1.4	0.3	-0.2	-0.2	1.2	0.0	28.7	0.8
Cc1cccc(CCN(Cc2cc3cccc(C)c3[nH]c2=O)C(=O)N2CCOCC2)c1	2.0	-1.0	0.8	-0.7	2.6	0.8	-0.9	-0.5	0.5
CC1CN(C(=O)c2cccn(Cc3c(Cl)cccc3Cl)c2=O)CC(C)O1 (stereo unspecified)	0.4	0.8	-3.1	-2.8	-5.4	.	-2.0	-5.7	0.1

High-throughput results from PubChem BioAssay.
